M1AAP inhibition: P. falciparum M1AAP inhibitors, biochemical, fluorogenic H-Leu-NHMec substrate, 1536-well (AID 1445); Aminopeptidase N (Plasmodium falciparum (isolate 3D7)); inhibition, % at 30 µM; hits with a dose series show IC50 in µM; recombinant M1AAP, H-Leu-NHMec fluorogenic kinetic assay; higher % means a stronger effect; 220,000 compounds, 0.42% hits;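 active = primary inhibition above the hit cutoff, then over 50% inhibition at one or more dose response concentrations, cut at about 23% in these data, passing the limit was not always enough; inconclusive = conflicting primary data, or primary hits not chosen for dose response; inactive = low primary inhibition, or under 50% at every dose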;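 also: plate controls were DMSO full reaction for no effect and no enzyme background for full effect; strong numbers were not always called active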
Myeloid diff MLP: induction of myeloid progenitor differentiation, primary screen, cell-based, flow cytometry, MLPCN library; ER-HoxA9 myeloid progenitors, lysozyme-GFP differentiation; calls only at 10 µM; 360,000 compounds, 1% hits;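 active = normalized GFP-positive differentiation at or above the plate's own cutoff, the solvent-only control mean plus 3 SD; inconclusive = no clear call, values can overlap the other calls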;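 also: cells exposed to compound for four days before flow analysis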
CSM14.1 death rescue: rescue of cells from ER stress-induced death, primary screen, 384-well, CSM14.1, thapsigargin, ATP luminescence (AID 1222); cellular ATP content (survival), % at 20 µM; hits with a dose series show EC50 in µM; 190,000 tested, under 10 active; CSM14.1 thapsigargin-induced death rescue, ATP luminescence; higher % means a stronger effect;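 active = EC50 below 50 µM in the dose-response confirmation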;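 also: death triggered by thapsigargin at about 15 µM added after 2 h compound pretreatment; cell ATP read after overnight thapsigargin exposure of roughly 18 to 22 hours; normalized against plate controls of thapsigargin alone and 5% DMSO vehicle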
TNAP activation fold: human TNAP enzyme activators, primary screen, biochemical, luminescent, no phosphate acceptor, uHTS (AID 1001); activation fold at 20 µM; hits with a dose series show EC50 in µM; 200,000 compounds, 0.03% hits; purified TNAP, luminescent activation assay, no phosphate acceptor; higher activation fold means a stronger effect; in the data active = activation fold from about 3, or a potency from the dose series; inactive = the rest, 99 in 100 with activation fold below about 1.6; also: many of its hits are not listed in these tables
PMI inhibition: human PMI inhibitors, high substrate, primary screen, biochemical, fluorescence intensity, high mannose 6-phosphate (AID 1220) | Mannose-6-phosphate isomerase (Homo sapiens) | one-dose inhibition, % at 20 µM; IC50 in µM for titrated hits | recombinant PMI enzyme, coupled fluorescence intensity; higher % means a stronger effect | 190,000 compounds, 0.66% hits
LYP phosphatase: inhibitors of LYP phosphatase, biochemical, fluorescence intensity, uHTS (AID 1779); inhibition, % at 11.5 µM; hits with a dose series show IC50 in µM; 290,000 compounds, 0.054% hits; recombinant LYP phosphatase, fluorescence intensity; higher % means a stronger effect;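 also: plate controls were vehicle with enzyme for no effect and no enzyme for full effect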
M17LAP inhibition: P. falciparum M17LAP inhibitors, primary screen, biochemical, fluorogenic H-Leu-NHMec substrate, 1536-well (AID 1619). one-dose inhibition, % at 30 µM; IC50 in µM for titrated hits. recombinant M17LAP, H-Leu-NHMec fluorogenic kinetic assay; higher % means a stronger effect. Leucine aminopeptidase (Plasmodium falciparum (isolate 3D7)). 220,000 compounds, 0.38% hits;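 active = compound inhibiting the enzyme by more than half at any dose during confirmatory dose-response retesting; inconclusive = strong single-dose inhibitors picked by rank but not retested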;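 also: plate controls were full reaction with DMSO carrier for no effect and no enzyme background for full effect; strong numbers were not always called active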
XIAP antagonists: XIAP antagonists, biochemical, IAP family, fluorescence polarization (AID 1018); 200,000 compounds, 0.007% hits; XIAP BIR domain, fluorescence polarization peptide displacement; higher % means a stronger effect; displacement, % at 20 µM; hits with a dose series show IC50 in µM; in the data active = displacement above about 50%; also: a part of the inactive calls stands beside numbers as strong as those of hits
human PMI inhibition: inhibitors of human PMI, primary screen, biochemical, fluorescence intensity, coupled assay (AID 1209); Mannose-6-phosphate isomerase (Homo sapiens); purified PMI enzyme, coupled fluorescence intensity; higher % means a stronger effect; inhibition, % at 20 µM; hits with a dose series show IC50 in µM; 190,000 compounds, 0.42% hits;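 also: plate controls were DMSO vehicle for no effect and wells lacking substrate for full effect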
Myeloid diff MLP GFP+ MAC1+ %: second read-out of Myeloid diff MLP, no call of its own (marks repeat the call); GFP+ MAC1+ double positive, %; measured here: differentiation confirmed by MAC1 staining
* = called active by the depositor; i = inactive; ? = inconclusive; . = not tested or not shown. Rule as the data show it, unless noted: active = inhibition above about 50%; inactive = the rest.

compound	M1AAP inhibition	Myeloid diff MLP	Myeloid diff MLP GFP+ MAC1+ %	CSM14.1 death rescue	TNAP activation fold	PMI inhibition	LYP phosphatase	M17LAP inhibition	XIAP antagonists	human PMI inhibition
Cc1ccc(Oc2nc(C(F)(F)F)nc3ccccc23)cc1	-2.4%	i	0.4	-2.3%	1	17.2%	1.8%	-7.0%	-4.4%	16.7%
CC1CN(c2cc(=O)n(-c3ccc(Cl)cc3)c(=O)[nH]2)CC(C)O1 (stereo not drawn)	4.6%	i	2.7	-0.9%	1	-4.5%	-4.4%	-2.8%	-2.8%	-10.1%
Cc1nc(-c2nc(CC(=O)NNC(=O)c3ccc(Cl)cc3)cs2)cs1	11.1%	i	0.3	.	.	.	-2.5%	5.6%	.	.
Cc1ccccc1-n1c(SCC(=O)c2cc(C)n(C)c2C)nnc1-c1cccnc1	10.3%	i	0.9	-0.1%	1.1	-4.4%	-8.3%	-0.6%	-8.0%	-3.7%
Cc1[nH]n(-c2nc(-c3cccc([N+](=O)[O-])c3)cs2)c(=O)c1C	5.0%	i	0.3	-8.4%	1.1	-9.4%	-2.1%	27.0%	-5.2%	-2.3%
C#CCN1C(=O)C(O)(CC(=O)/C=C/C=C/c2ccccc2)c2ccccc21 (stereo not drawn)	12.0%	i	0.6	-2.1%	1	-6.9%	16.6%	14.4%	-11.3%	-10.6%
O=C(CSc1nnc(Nc2ccccc2)s1)Nc1cccc(S(=O)(=O)N2CCCCC2)c1	14.5%	i	0.6	-1.3%	1.5	5.3%	1.8%	14.6%	-7.3%	9.3%
CC(C)NC(=O)CN1C(=O)C(=O)c2ccccc21	-9.2%	i	0.6	-2.7%	1.1	24.7%	-1.0%	-8.0%	-0.1%	16.2%
CCN(CC)c1cccc(OCC(=O)N(C)CCC#N)c1	7.3%	i	0.5	-1.2%	1.1	53.3%*	-3.9%	3.5%	-1.0%	26.0%
COc1cc(-c2nnn(CC#N)n2)ccc1OCc1ccccc1	-1.3%	i	7.3	1.6%	0.9	1.6%	12.5%	-2.1%	-2.7%	0.8%
COc1cccc(CCc2nnc(CCC(=O)N3CCN(Cc4ccccn4)CC3)o2)c1	5.2%	i	0.2	3.1%	1.1	-0.5%	-5.3%	3.8%	-1.6%	-10.0%
COc1ccc(C(=O)C[n+]2cccc(C)c2)cc1	3.8%	i	0.6	-0.2%	1	14.4%	-2.1%	-2.8%	-15.7%	-10.4%
COc1ccc(-c2cc(-n3c(C(F)(F)F)nc4ccccc43)n(CCC#N)n2)cc1	4.9%	i	2.7	-0.9%	1.1	2.6%	-3.4%	-1.8%	-8.0%	8.3%
Cc1nc2ccc(-c3nc4ccccc4[nH]3)cc2[nH]1	0.6%	i	0.1	-4.8%	1.2	-3.4%	-8.8%	-8.3%	21.9%	3.5%
Cc1nc2ccccc2cc1C(=O)N/N=C/c1cccs1	7.9%	i	0.0	2.8%	1.2	-0.8%	3.0%	23.4%	-1.8%	0.8%
CN1/C(=C\C(=O)c2oc3ccccc3c2N)C(C)(C)c2ccccc21	-2.4%	i	0.6	1.2%	1	-3.7%	1.0%	4.0%	-6.9%	-5.5%
COc1ccc(CNC(=O)Cn2nc(C(F)(F)F)c3c2CCC3)cc1	9.0%	i	0.7	-1.8%	1.1	-1.9%	-4.6%	2.1%	-4.5%	3.7%
O=C(CCC1CCCN(C(=O)c2cccs2)C1)N1CCN(c2ccccn2)CC1 (stereo not drawn)	0.1%	i	0.9	3.3%	1.1	-2.4%	1.7%	-15.1%	-5.6%	-2.4%
COc1ccc(S(=O)(=O)N2c3cc(Cl)ccc3Oc3nc4ccccc4nc32)cc1	-2.3%	?	.	1.3%	1	-19.0%	-0.9%	-5.5%	1.5%	-12.9%
COc1ccc(-c2c(C(F)(F)F)nn(C)c2NC(C)=O)cc1	9.0%	i	0.5	.	.	.	3.1%	5.0%	.	.
COc1ccc(C2c3c(noc3C)CC(C)(O)C2C(C)=O)cc1 (stereo not drawn)	0.2%	i	0.4	.	.	.	-6.0%	-0.3%	.	.
CCN=C1SC(CC(=O)Nc2sc(C)c(C)c2C(=O)OC)C(=O)N1CC (stereo not drawn)	0.7%	i	1.9	0.7%	1.1	4.2%	-8.2%	-1.2%	-0.9%	7.4%
COc1cc(C(=O)NCC(c2cccnc2)N2CCN(c3ccc(F)cc3)CC2)cc(OC)c1OC (stereo not drawn)	2.1%	i	0.9	0.5%	1	-2.4%	-0.7%	-0.2%	-7.4%	-10.6%
Cc1ccc(S(=O)(=O)N(C)/N=C/C=C/c2ccccc2)cc1	4.3%	i	0.5	1.4%	1.1	-16.9%	2.3%	11.9%	-3.0%	-9.5%
Cc1nn(C)c(C)c1S(=O)(=O)N1CCC(C(=O)NC2CCCCCC2)CC1	14.4%	i	2.4	-2.6%	1	2.7%	1.6%	0.9%	-6.1%	5.4%
CC(=O)OCCn1c(=O)c2cc3c(=O)n(CCOC(C)=O)c(=O)c3cc2c1=O	2.5%	i	0.5	2.9%	1.2	3.7%	-1.8%	4.7%	-4.3%	-2.6%
Cc1nn(Cc2ccccc2)c(N)c1-c1ccccc1	2.6%	i	0.7	-0.8%	1.1	-3.1%	-9.4%	0.1%	-2.2%	-7.0%
CCOC(=O)c1c(NC(=O)CCc2ccc(CC)o2)sc(C)c1C	3.7%	i	0.8	-1.4%	1.2	7.8%	0.3%	-8.4%	-3.7%	8.3%
CCOCCCn1cnc2c([nH]c3cc(OC)ccc32)c1=O	11.9%	i	1.1	-1.0%	1.1	2.1%	-0.7%	-1.2%	0.3%	1.3%
O=C(O)CC/C(=N\NC(=O)c1ccccc1Br)c1ccccc1	-2.0%	i	0.4	-0.3%	1.1	-6.0%	-2.0%	5.6%	-2.2%	-9.0%
COc1ccccc1N1CSC2=C(C#N)C(c3ccc(SC)cc3)CC(=O)N2C1 (stereo not drawn)	17.4%	i	2.5	-0.8%	1.1	7.1%	10.4%	5.5%	0.2%	-29.2%
Cc1cc(C=O)c(C)n1-c1ccc2c(c1)OCO2	4.9%	i	0.1	-1.3%	1.2	23.7%	-4.8%	-3.0%	-1.4%	9.4%
O=C(Nc1cccc(N=Cc2cc(Cl)cc(Br)c2O)c1)c1ccco1	1.7%	i	1.1	3.9%	0.8	44.4%	-0.5%	10.8%	-6.0%	7.0%
CC(C)c1csc(CN2CCN(CCc3ccccc3)C(CCO)C2)n1 (stereo not drawn)	-4.1%	i	0.5	-1.8%	1	-10.6%	-0.3%	6.0%	-7.2%	-8.7%
O=C(O)CCn1c(C(=O)O)cc2sccc21	10.5%	i	1.0	0.4%	1	6.7%	-6.1%	-24.8%	-5.2%	11.7%
c1ccc(-n2nnc(-c3cccnc3)n2)cc1	3.5%	i	1.8	-1.4%	1.1	-3.9%	-3.6%	0.8%	-4.4%	4.1%
CC(=O)NC(CCS(C)(=O)=O)C(=O)Nc1cccc(C)c1 (stereo not drawn)	4.0%	i	2.3	.	1.1	4.5%	3.2%	8.4%	-2.6%	6.8%
Brc1ccc(-c2nnc3ccc(N4CCN(c5ccccc5)CC4)nn23)cc1	-10.3%	i	0.6	0.0%	1.1	11.5%	-8.8%	-8.3%	-10.1%	9.5%
Cc1ccc(C(=O)NN2C(=O)C3C(C2=O)C2C=CC3C23CC3)cc1 (stereo not drawn)	-2.4%	i	0.3	0.8%	1	-8.0%	-10.8%	-4.8%	-2.8%	-8.1%
Cc1[nH]n(-c2ccccc2)c(=O)c1/C=N/O	6.4%	i	3.9	-3.3%	1.1	5.9%	-4.1%	-8.2%	-3.8%	4.2%
COc1ccc(NC(=O)c2cc(C3CC3)on2)c(OC)c1	6.2%	i	0.9	-2.2%	1.1	3.3%	3.9%	0.5%	-0.3%	5.9%
CC(C)(CO)Nc1nc(N2CCCC2)nc(N2CCCC2)n1	-0.2%	i	0.8	-0.7%	1.1	-8.4%	-6.6%	3.1%	-5.5%	-7.4%
CCCCn1c(SCC(=O)NCc2ccco2)nc2ccccc2c1=O	7.3%	i	0.9	-0.6%	1.2	5.0%	-5.5%	-0.9%	-8.1%	7.2%
O=C(OCc1nc2ccccc2[n+]([O-])c1C(=O)c1ccccc1)c1ccco1	10.5%	i	0.2	.	.	.	-6.6%	4.4%	.	.
O=C(Nc1ccc(-c2nc3ccccc3[nH]2)cc1)c1c(F)c(F)c(F)c(F)c1F	4.8%	i	0.3	0.1%	1.1	-5.7%	-8.8%	-1.0%	-2.9%	-2.8%
COc1ccc(Cn2c(-c3ccco3)nc3oc4cc(OC)ccc4c(=O)c3c2=O)cc1	4.5%	i	1.0	0.3%	1.1	6.7%	-2.5%	-5.7%	-1.9%	2.8%
O=C(Nc1ccc(N2CCN(C(=O)c3ccco3)CC2)cc1)c1ccco1	-0.9%	i	0.8	2.1%	1.1	6.1%	-1.6%	8.8%	0.8%	4.1%
CCC(=O)NCCCCNC(=O)CC	-0.6%	i	1.0	-0.3%	1.1	7.7%	-0.3%	-11.5%	-17.3%	7.2%
CCOC(=O)C1CCCN(C(=O)COc2ccc(N(C)S(=O)(=O)c3ccc(F)cc3)cc2)C1 (stereo not drawn)	0.6%	i	0.6	0.1%	1	-2.3%	-1.4%	1.1%	-0.5%	-16.9%
O=C(Nc1cccc(-c2cnc3ccccc3n2)c1)c1ccncc1	4.1%	i	0.5	-0.4%	1.1	-9.9%	5.0%	-4.1%	-5.8%	2.0%
COc1ccc(NC(=O)c2oc3ccccc3c2NC(=O)C(C)(C)C)cc1	6.7%	i	3.3	-2.5%	1.1	10.9%	8.0%	3.1%	-1.8%	16.6%

High-throughput results: PubChem, several laboratories

The order is random; about 2.7% have a hit in one of these screens.
